Assay outcomes from PubChem BioAssay.
LAP4-GFP MLPCN = modulators of LAP4-GFP expression in yeast, primary screen, S. cerevisiae, multiplex flow cytometry, MLPCN library; 3 h; median GFP as percent of DMSO wells; GFP response vs DMSO, % at 10 µM; AID 2023, 2009; hit rate 0.34% among 320,000;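 active = GFP response vs DMSO above a set limit, about the screen mean plus 3 SD, cut at about 150% in these data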
CIT2-GFP yeast = modulators of CIT2-GFP expression in yeast, primary screen, S. cerevisiae, GFP fusion, multiplex flow cytometry, MLPCN library; GFP response vs DMSO, % at 10 µM; hit rate 0.065% among 320,000; S. cerevisiae CIT2-GFP strain, 3 h; 100 means same as DMSO wells; AID 2029, 2009;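 active = GFP response relative to DMSO above a set limit, near the screen mean plus 3 SD, cut at about 150% in these data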;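 note: ratio of well median GFP fluorescence to mean of DMSO wells on the plate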
VLA-4 inh = inhibition in human VLA-4 binding assay, primary screen, VLA-4 allosteric modulator project, MLPCN library, flow cytometry, VLA-4 expressing cells; hit rate 0.2% among 330,000; ligand binding flow cytometry; Integrin alpha-4 (Homo sapiens), P13612; inhibition, % (about 7 µM as worked out from the volumes in the protocol); in the data active = inhibition above about 50%
GRK2 aptamer HTS = compounds blocking aptamer binding on GRK2 – biochemical, human GRK2, bead flow cytometry, HTS, primary screen. hit rate 0.59% among 330,000. AID 488847, 2010. inhibition of aptamer binding, % at 10 µM. FAM-aptamer displacement from GRK2;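 active = inhibition of aptamer binding above 40%, roughly 3 SD of noise, on plates passing a quality check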;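 note: median bead fluorescence of bound FAM aptamer so fluorescent compounds give negative values; no value below 0 was filed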
Target sequence (P25098 whole entry, looked up): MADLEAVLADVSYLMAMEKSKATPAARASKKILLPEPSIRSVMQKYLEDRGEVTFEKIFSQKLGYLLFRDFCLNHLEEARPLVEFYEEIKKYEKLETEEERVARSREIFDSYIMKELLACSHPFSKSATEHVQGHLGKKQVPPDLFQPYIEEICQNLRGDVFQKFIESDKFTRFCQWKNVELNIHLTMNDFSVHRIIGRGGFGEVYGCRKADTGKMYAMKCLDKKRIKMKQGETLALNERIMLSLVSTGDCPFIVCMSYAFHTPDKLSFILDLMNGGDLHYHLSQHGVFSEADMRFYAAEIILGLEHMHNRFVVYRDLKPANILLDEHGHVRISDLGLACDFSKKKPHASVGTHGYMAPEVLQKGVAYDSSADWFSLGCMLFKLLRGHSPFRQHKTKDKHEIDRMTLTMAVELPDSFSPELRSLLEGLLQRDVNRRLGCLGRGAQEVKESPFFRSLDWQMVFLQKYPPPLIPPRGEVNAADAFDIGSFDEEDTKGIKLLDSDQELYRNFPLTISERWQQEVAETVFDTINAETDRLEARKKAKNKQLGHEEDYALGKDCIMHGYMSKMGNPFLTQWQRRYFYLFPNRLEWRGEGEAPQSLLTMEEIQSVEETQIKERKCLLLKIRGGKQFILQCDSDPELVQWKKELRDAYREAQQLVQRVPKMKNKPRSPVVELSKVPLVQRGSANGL
AGP1 TOR yeast = modulators of AGP1-GFP expression in yeast TOR pathway, primary screen, cell-based, multiplex flow cytometry, S. cerevisiae, MLPCN library | 3 h; GFP as percent of DMSO wells | GFP response vs DMSO, % at 10 µM | hit rate 0.02% among 320,000;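 active = GFP response relative to DMSO above a set limit, near screen average plus 3 SD, cut at about 150% in these data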;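 note: median GFP channel fluorescence of the gated AGP1 strain per well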
Yeast superoxide = reduction of superoxide in aged yeast, primary screen, HTS. hit rate 0.18% among 330,000. AID 2690, 2010. superoxide response (% of plate mean), % at 10 µM. S. cerevisiae aged cells, superoxide DHE fluorescence; stronger effect = lower value;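 active = superoxide response under a set limit, about three screen SD below normal, cut at about 65% in these data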;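 note: yeast aged for seven days with compound at 30 °C before DHE staining; 100% = average MFI of all compound-treated wells on the plate with controls excluded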
MEP2-GFP yeast = modulators of MEP2-GFP levels in yeast, primary screen, S. cerevisiae, multiplex flow cytometry, MLPCN library; hit rate 0.51% among 330,000; GFP response vs DMSO, % at 10 µM; S. cerevisiae MEP2-GFP strain, 3 h; 100% = DMSO control level; AID 2016, 2009;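 active = GFP response versus DMSO above a set limit, roughly screen mean plus 3 SD, cut at about 180% in these data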;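 note: median GFP fluorescence of the barcode-gated MEP2-GFP cells per well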
RPL19A-GFP yeast = RPL19A-GFP expression modulators in yeast, primary screen, cell-based, S. cerevisiae, multiplex flow cytometry, MLPCN; hit rate 0.3% among 330,000; S. cerevisiae RPL19A-GFP strain, 3 h; stronger effect = lower value; percent response vs DMSO, % at 10 µM;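 active = percent response vs DMSO below 50%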;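 note: median channel GFP fluorescence of the barcoded RPL19A-GFP strain; ratio of sample median GFP to plate DMSO average so 100% = DMSO; lower means less RPL19A-GFP as with rapamycin TOR inhibition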
Starred values were filed as active, the others as inactive. Random draw from the library; overall some 1.7% were active at least once.

How did O=C(c1ccc(F)cc1)N1CCCCC(Sc2nnnn2-c2ccccc2)C1=O (stereo unspecified) do in these assays?
LAP4-GFP MLPCN: 99; CIT2-GFP yeast: 103; VLA-4 inh: 1; GRK2 aptamer HTS: 0; AGP1 TOR yeast: 107; Yeast superoxide: 93; MEP2-GFP yeast: 102; RPL19A-GFP yeast: 97

Results for COc1ccc(S(=O)(=O)Nc2cccnc2)cc1 ?
LAP4-GFP MLPCN: 109; CIT2-GFP yeast: 118; VLA-4 inh: 18; GRK2 aptamer HTS: 0; AGP1 TOR yeast: 106; Yeast superoxide: 113; MEP2-GFP yeast: 97; RPL19A-GFP yeast: 104

What do the screens show for `CCOc1ccc(C(=O)Nc2cccc(C(=O)O)c2C)cc1Cl`?
LAP4-GFP MLPCN: 98; CIT2-GFP yeast: 89; VLA-4 inh: 12; GRK2 aptamer HTS: 1; AGP1 TOR yeast: 95; Yeast superoxide: 124; MEP2-GFP yeast: 98; RPL19A-GFP yeast: 97

How did Cc1cc(C)n(S(=O)(=O)c2cccc([N+](=O)[O-])c2)n1 do in these assays?
LAP4-GFP MLPCN: 97; CIT2-GFP yeast: 103; VLA-4 inh: -8; GRK2 aptamer HTS: 0; AGP1 TOR yeast: 98; Yeast superoxide: 107; MEP2-GFP yeast: 104; RPL19A-GFP yeast: 108

What do the screens show for `COc1cccc(NC(=O)N2CCC(C(N)=O)(N3CCCCC3)CC2)c1`?
LAP4-GFP MLPCN: 127; CIT2-GFP yeast: 124; VLA-4 inh: 6; GRK2 aptamer HTS: 2; Yeast superoxide: 100; MEP2-GFP yeast: 130; RPL19A-GFP yeast: 110

How did CC(=O)N1CCN(C(=S)Nc2ccc(SC(F)F)cc2)CC1 do in these assays?
LAP4-GFP MLPCN: 92; CIT2-GFP yeast: 103; VLA-4 inh: 2; GRK2 aptamer HTS: 1; AGP1 TOR yeast: 101; Yeast superoxide: 108; MEP2-GFP yeast: 98; RPL19A-GFP yeast: 97

Results for Cc1oc(-c2ccc(Cl)cc2)nc1CN1CCC(C(=O)NCc2ccco2)CC1 ?
LAP4-GFP MLPCN: 94; CIT2-GFP yeast: 103; VLA-4 inh: 1; GRK2 aptamer HTS: 0; AGP1 TOR yeast: 98; Yeast superoxide: 103; MEP2-GFP yeast: 105; RPL19A-GFP yeast: 100

How did O=C1[C@H]2[C@@H](c3ccc(F)cc3)N3C(=O)N(c4cccc(F)c4)C(=O)[C@@]3(Cc3ccc(Cl)cc3)[C@H]2C(=O)N1C1CCCCC1 do in these assays?
LAP4-GFP MLPCN: 105; CIT2-GFP yeast: 82; VLA-4 inh: 34; GRK2 aptamer HTS: 0; AGP1 TOR yeast: 80; Yeast superoxide: 97; MEP2-GFP yeast: 90; RPL19A-GFP yeast: 91

What do the screens show for `NNc1ccc(Cl)nn1`?
LAP4-GFP MLPCN: 100; CIT2-GFP yeast: 105; VLA-4 inh: -8; GRK2 aptamer HTS: 1; AGP1 TOR yeast: 103; Yeast superoxide: 88; MEP2-GFP yeast: 99; RPL19A-GFP yeast: 99

Results for CCc1ccc(NC(=O)c2cc(C)on2)cc1 ?
LAP4-GFP MLPCN: 105; CIT2-GFP yeast: 96; VLA-4 inh: -3; GRK2 aptamer HTS: 1; AGP1 TOR yeast: 96; Yeast superoxide: 86; MEP2-GFP yeast: 101; RPL19A-GFP yeast: 95

How did O=C(COc1cccc2c1CCNC2=O)Nc1cccc(C(F)(F)F)c1 do in these assays?
LAP4-GFP MLPCN: 107; CIT2-GFP yeast: 99; VLA-4 inh: 1; GRK2 aptamer HTS: 0; AGP1 TOR yeast: 105; Yeast superoxide: 97; MEP2-GFP yeast: 104; RPL19A-GFP yeast: 100

How did CCOC(=O)c1cnc(Cc2ccccc2)[nH]c1=O do in these assays?
LAP4-GFP MLPCN: 99; CIT2-GFP yeast: 107; VLA-4 inh: -6; GRK2 aptamer HTS: 1; AGP1 TOR yeast: 103; Yeast superoxide: 109; MEP2-GFP yeast: 101; RPL19A-GFP yeast: 111

How did CC1CN(C(=O)CCC(=O)NCCc2ccccc2)c2ccccc2O1 (stereo unspecified) do in these assays?
LAP4-GFP MLPCN: 98; CIT2-GFP yeast: 104; VLA-4 inh: -1; GRK2 aptamer HTS: 2; AGP1 TOR yeast: 104; Yeast superoxide: 100; MEP2-GFP yeast: 106; RPL19A-GFP yeast: 103

Results for CCOC(=O)c1ccc(NC(=O)c2cc(=O)[nH]c3ccccc23)cc1 ?
LAP4-GFP MLPCN: 94; CIT2-GFP yeast: 98; VLA-4 inh: -2; GRK2 aptamer HTS: 4; AGP1 TOR yeast: 101; Yeast superoxide: 89; MEP2-GFP yeast: 98; RPL19A-GFP yeast: 101

Results for Cc1cc(N/C(=N\S(=O)(=O)c2ccc(Cl)cc2)c2ccc(F)cc2)no1 ?
LAP4-GFP MLPCN: 99; CIT2-GFP yeast: 91; VLA-4 inh: 7; GRK2 aptamer HTS: 1; AGP1 TOR yeast: 98; Yeast superoxide: 97; MEP2-GFP yeast: 97; RPL19A-GFP yeast: 94

Results for CSC1=C(C#N)C2(CCCC2)C(C#N)=C(N)N1 ?
LAP4-GFP MLPCN: 97; CIT2-GFP yeast: 90; VLA-4 inh: 26; GRK2 aptamer HTS: 0; AGP1 TOR yeast: 93; Yeast superoxide: 98; MEP2-GFP yeast: 98; RPL19A-GFP yeast: 95

How did Nc1nnc(SCC(=O)OCC(=O)c2ccccc2Br)s1 do in these assays?
LAP4-GFP MLPCN: 96; CIT2-GFP yeast: 87; VLA-4 inh: -6; GRK2 aptamer HTS: 1; AGP1 TOR yeast: 93; Yeast superoxide: 96; MEP2-GFP yeast: 97; RPL19A-GFP yeast: 97

What do the screens show for `Nc1ccc(CCNc2ncnc3c2ncn3[C@@H]2O[C@H](CO)[C@@H](O)[C@H]2O)cc1`?
LAP4-GFP MLPCN: 100; CIT2-GFP yeast: 74; VLA-4 inh: 18; GRK2 aptamer HTS: 0; AGP1 TOR yeast: 79; Yeast superoxide: 108; MEP2-GFP yeast: 96; RPL19A-GFP yeast: 99

Results for Cc1cc(C(F)(F)F)nn1C(=O)c1cccnc1Cl ?
LAP4-GFP MLPCN: 95; CIT2-GFP yeast: 95; VLA-4 inh: 4; GRK2 aptamer HTS: 0; AGP1 TOR yeast: 98; Yeast superoxide: 97; MEP2-GFP yeast: 103; RPL19A-GFP yeast: 98

How did O=C(NC(=S)NCCN1CCOCC1)c1ccc(F)cc1 do in these assays?
LAP4-GFP MLPCN: 108; CIT2-GFP yeast: 115; VLA-4 inh: 5; GRK2 aptamer HTS: 1; AGP1 TOR yeast: 119; Yeast superoxide: 93; MEP2-GFP yeast: 111; RPL19A-GFP yeast: 116

How did COc1ccccc1N1CCN(C(=O)C2Cc3ccccc3CN2C(=O)c2ccco2)CC1 (stereo unspecified) do in these assays?
LAP4-GFP MLPCN: 107; CIT2-GFP yeast: 88; VLA-4 inh: 2; GRK2 aptamer HTS: 0; AGP1 TOR yeast: 97; Yeast superoxide: 93; MEP2-GFP yeast: 109; RPL19A-GFP yeast: 108

How did Cc1ccccc1NC(=O)NNC(=O)c1ccc2ccccc2c1O do in these assays?
LAP4-GFP MLPCN: 95; CIT2-GFP yeast: 108; VLA-4 inh: -5; GRK2 aptamer HTS: 0; AGP1 TOR yeast: 97; Yeast superoxide: 112; MEP2-GFP yeast: 106; RPL19A-GFP yeast: 101

How did O=C(Cc1ccc(F)cc1)Nc1nnc(SCC(=O)NC2CCCC2)s1 do in these assays?
LAP4-GFP MLPCN: 91; CIT2-GFP yeast: 95; VLA-4 inh: -1; GRK2 aptamer HTS: 0; AGP1 TOR yeast: 90; Yeast superoxide: 104; MEP2-GFP yeast: 92; RPL19A-GFP yeast: 96

How did O=C(Nc1cccnc1)c1cc(-c2ccc(Cl)cc2Cl)on1 do in these assays?
LAP4-GFP MLPCN: 103; CIT2-GFP yeast: 96; VLA-4 inh: 16; GRK2 aptamer HTS: 0; AGP1 TOR yeast: 101; Yeast superoxide: 102; MEP2-GFP yeast: 103; RPL19A-GFP yeast: 100

What do the screens show for `CCCCn1c(N)c(N(CC(C)C)C(=O)CSc2n[nH]c(-c3ccc(C)cc3)n2)c(=O)[nH]c1=O`?
LAP4-GFP MLPCN: 106; CIT2-GFP yeast: 105; VLA-4 inh: -6; GRK2 aptamer HTS: 4; AGP1 TOR yeast: 108; Yeast superoxide: 102; MEP2-GFP yeast: 113; RPL19A-GFP yeast: 102

Results for COc1ccc(N2CCC(CNC(=O)Nc3cccc(OC)c3)C2)cc1 (stereo unspecified) ?
LAP4-GFP MLPCN: 101; CIT2-GFP yeast: 102; VLA-4 inh: 3; GRK2 aptamer HTS: 0; AGP1 TOR yeast: 106; Yeast superoxide: 87; MEP2-GFP yeast: 92; RPL19A-GFP yeast: 103

What do the screens show for `Cc1ccc(CN2CCN(CC(=O)NCc3ccc(Cl)cc3)C2=O)cc1`?
LAP4-GFP MLPCN: 93; CIT2-GFP yeast: 84; VLA-4 inh: 2; GRK2 aptamer HTS: 0; AGP1 TOR yeast: 93; Yeast superoxide: 106; MEP2-GFP yeast: 95; RPL19A-GFP yeast: 94

How did COc1ccc(-c2cc(C(=O)N3CCN(c4ncccn4)CC3)c3ccccc3n2)cc1OC do in these assays?
LAP4-GFP MLPCN: 94; CIT2-GFP yeast: 84; VLA-4 inh: -9; GRK2 aptamer HTS: 1; AGP1 TOR yeast: 91; Yeast superoxide: 78; MEP2-GFP yeast: 87; RPL19A-GFP yeast: 91

Results for CC1=C(C(=O)Nc2ccccc2)C(c2ccco2)C(C#N)=C(SCC(=O)Nc2cccc(C)c2C)N1 (stereo unspecified) ?
LAP4-GFP MLPCN: 100; CIT2-GFP yeast: 94; VLA-4 inh: 15; GRK2 aptamer HTS: 1; AGP1 TOR yeast: 94; Yeast superoxide: 123; MEP2-GFP yeast: 102; RPL19A-GFP yeast: 97

What do the screens show for `COc1ccccc1C(=O)NCc1n[nH]c(=S)n1Cc1ccccc1`?
LAP4-GFP MLPCN: 93; CIT2-GFP yeast: 94; VLA-4 inh: 35; GRK2 aptamer HTS: 0; AGP1 TOR yeast: 100; Yeast superoxide: 98; MEP2-GFP yeast: 108; RPL19A-GFP yeast: 100

Sorted by length of the SMILES (rising): part of the list above.
How did Cc1ccccc1NC(=O)NNC(=O)c1ccc2ccccc2c1O do in these assays?
LAP4-GFP MLPCN: 95; CIT2-GFP yeast: 108; VLA-4 inh: -5; GRK2 aptamer HTS: 0; AGP1 TOR yeast: 97; Yeast superoxide: 112; MEP2-GFP yeast: 106; RPL19A-GFP yeast: 101

Results for CC1=C(C(=O)Nc2ccccc2)C(c2ccco2)C(C#N)=C(SCC(=O)Nc2cccc(C)c2C)N1 (stereo unspecified) ?
LAP4-GFP MLPCN: 100; CIT2-GFP yeast: 94; VLA-4 inh: 15; GRK2 aptamer HTS: 1; AGP1 TOR yeast: 94; Yeast superoxide: 123; MEP2-GFP yeast: 102; RPL19A-GFP yeast: 97

What do the screens show for `CCCCn1c(N)c(N(CC(C)C)C(=O)CSc2n[nH]c(-c3ccc(C)cc3)n2)c(=O)[nH]c1=O`?
LAP4-GFP MLPCN: 106; CIT2-GFP yeast: 105; VLA-4 inh: -6; GRK2 aptamer HTS: 4; AGP1 TOR yeast: 108; Yeast superoxide: 102; MEP2-GFP yeast: 113; RPL19A-GFP yeast: 102
